Giardia kill – Small Molecules that selectively kill Giardia lamblia: qHTS | Giardia lamblia trophozoite viability | 340,000 tested, 0.15% active | AID 540267, 2011 | activity change, % at 7.66 µM, hits read low; in the data active means activity change below about -80%; inconclusive means between about -30% and that limit;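 further: parasites exposed to compound for two days anaerobically before the ATP read; on the % scale 0 is the no-effect control and ±100 the full control effect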
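Viability, read as ATP luminescence: trophozoites at 100 cells/well, compound added, 48 hrs anaerobic at 37 deg C, then 15-30 min room-temperature development before reading.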
TRPV1 ag – HTS Assay for Compounds that Act as Agonists of the Vanilloid Receptor 1; Transient receptor potential cation channel subfamily V member 1 (Homo sapiens), Q8NER1; TRPV1-expressing cells, Fluo-8 calcium influx, agonist mode; activation, % at 8.33 µM; 320,000 tested, 0.19% active; in the data active means activation above about 80%; inconclusive means between about 30% and that limit; further: 0% is about no effect
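TRPV1-expressing cells were cultured overnight at 35.5C and loaded with Fluo-8 calcium dye for 40 to 90 min at room temperature. After a 10 s baseline, compound was added and calcium influx was read kinetically for 3 min (ex 480/em 520 nm).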
KCNH2 WT inh – qHTS for Inhibitors of KCHN2 3.1: Wildtype qHTS; Voltage-gated inwardly rectifying potassium channel KCNH2 (Homo sapiens), Q12809; 340,000 tested, 0.37% active; U2OS, BacMam KCNH2, thallium flux FluxOr; stronger effect = lower value; activity change, % at 1.84 µM; AID 720551, 2013;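 active means maximum activity change below -70%; inconclusive means maximum activity change between -70% and -50%; inactive means maximum activity change above -50%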; further: on the % scale 0 is the no-effect control and ±100 the full control effect
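U2OS cells transduced with wild-type KCNH2 virus are loaded with FluxOr dye for 45 min, and thallium flux is measured in kinetic reads before and after stimulation buffer. Rate constants are normalized to DMSO controls.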
Coupling enz – qHTS Assay for Inhibitors of Fructose-1,6-bisphosphate Aldolase from Giardia Lamblia: Coupling assay counterscreen; coupling enzyme system counterscreen, AmpLite Red fluorescence; AID 2472, 2010; activity change, negative = inhibition, % at 58.2 µM, hits read low; 290,000 tested, 0.67% active; in the data active means activity change below about -30%; further: on the % scale 0 is the no-effect control and ±100 the full control effect
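Activity here indicates interference with the coupling reaction, not aldolase inhibition. Compounds at 57.5 uM final met coupling enzymes for 10 min at RT; substrate and AmpLite Red detection followed, with a 525/598 nm fluorescence read after 20 min.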
MLL CXXC-DNA inh – qHTS Fluorescence Polarization Assay for Inhibitors of MLL CXXC domain - DNA interaction | Histone-lysine N-methyltransferase 2A (Homo sapiens), Q03164 | MLL-CXXC / FITC-HOXA9 DNA fluorescence polarization | Potency, µM (titrated, usually from 115 µM), for the others: top-dose activity change, negative = inhibition, actives largely listed as inhibitors | 290,000 tested, 0.037% active | AID 2662, 2010; active means well fitted inhibition curve with a large enough effect in the polarisation, with a control signal flat, not every such curve was filed as active; inconclusive means small, poorly fitted or top-dose-only effect, or effect the other way, or a change in a side signal; inactive means no such curve, though single readings can be large or run the other way; the % refers to the polarisation; further: potency means the concentration at half of the fitted maximal effect
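Fluorescence polarization: 7 uM MLL-CXXC (stock) preincubated 5 min with compounds, then 50 nM fluorescein-HOX-A9 DNA (stock) added; 30 min ambient. Buffer 50 mM Tris-HCl pH 7.5, 50 mM NaCl, 1 mM DTT, 0.05% BSA.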
KCNH2 3.1 block – qHTS for Inhibitors of KCHN2 3.1: Mutant qHTS; 340,000 tested, 0.95% active; U2OS KCNH2 3.1, thallium flux FluxOr; stronger effect = lower value; Potassium voltage-gated channel subfamily H member 2, brain isoform KCNH2 3.1 (human); activity change, % (tested at about 1.8 µM);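 active means maximum activity change below -70%; inconclusive means maximum activity change from -70% to -50%; inactive means maximum activity change above -50%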;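 further: thallium influx rate constant from kinetic fluorescence after stimulation buffer; on the % scale 0 is the no-effect control and ±100 the full control effect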
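Thallium flux read-out: FluxOr dye with Red40 quencher in HBSS/HEPES, 45 min at RT. Rate constants from kinetic reads were normalized to positive and negative DMSO controls. Cells: U2OS virally expressing the 3.1 isoform.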
GALK inhibitor – qHTS Assay for Inhibitors of Human Galactokinase (GALK) | Purified GALK, Kinase-Glo residual ATP luminescence | Potency, µM (titrated, usually from 57.5 µM), without a hit: top-dose activity change, negative = inhibition, usual class: inhibitors | 270,000 tested, 0.007% active; further: potency means the concentration at half of the fitted maximal effect; on the % scale 0 is the no-effect control and ±100 the full control effect
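ATP-depletion format; final 35 uM ATP, 100 uM D-galactose, 5 nM enzyme; pH 8.0 HEPES/Mg2+ buffer; 60 min RT; luminescence read 10 min after detection reagent.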
Menin-MLL TR inh – qHTS Assay for Inhibitors Targeting the Menin-MLL Interaction in MLL Related Leukemias: Competition With Texas Red Labeled MLL-derived Mutant Peptide | O00255 | Menin + Texas Red MLL mutant peptide, fluorescence polarization | Potency, µM (top dose mostly 61.6 µM), inactives show at the highest dose FP activity change, negative = inhibition, actives largely listed as inhibitors | 270,000 tested, 0.23% active | AID 1768, 2009; active means well fitted inhibition curve with a large enough effect in the polarisation, with a control signal flat, not every such curve was filed as active; inconclusive means small, poorly fitted or top-dose-only effect, or effect the other way, or a change in a side signal; inactive means no such curve, though single readings can be large or run the other way; the % refers to the polarisation; further: potency means the concentration at half of the fitted maximal effect; % of control where 0% means no effect; many of its hits are not listed in these tables
B2AR arrestin – qHTS assay of beta-arrestin-biased ligands of beta2-adrenergic receptor; Beta-2 adrenergic receptor (Homo sapiens), P07550; beta-arrestin recruitment to beta2AR, cell-based reporter; Potency, µM (top dose mostly 46.1 µM), without a hit: top-dose activation, hits mostly activators; 330,000 tested, 0.02% active; AID 492947, 2010;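 further: potency means the concentration at half of the fitted maximal effect; 0% = DMSO controls and full agonism = EC100 isoproterenol or metaproterenol; nearly all actives have a fitted effect of over 65% in size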
PKM2 activator – qHTS Assay for Activators of Human Muscle isoform 2 Pyruvate Kinase | purified PKM2, Kinase-Glo ATP luminescence, activation; response scale: 0% is enzyme alone, no compound | Potency, µM (series often up to 57.5 µM), for the others: at the highest dose activation, usual class: activators | 260,000 tested, 0.34% active; further: potency means the concentration at half of the fitted maximal effect; on the % scale 0 is the no-effect control and ±100 the full control effect; nearly all actives have a fitted effect of over 55% in size
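ATP formation by purified human PK-M2, quantified via coupled luciferase luminescence after 1 h at room temperature with 0.1 mM ADP and 0.5 mM PEP final.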
USP2a inh – qHTS Assay for Inhibitors of Ubiquitin-specific Protease USP2a Using CHOP2 as the Reporter; 330,000 tested, 0.01% active; Ubiquitin carboxyl-terminal hydrolase 2 (Homo sapiens), O75604; USP2 core, Ub-CHOP2 coupled fluorogenic reporter, 485/531; Potency, µM (top dose mostly 38.3 µM), for the others: at the highest dose activity change, negative = inhibition, hits mostly inhibitors;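 further: potency means the concentration at half of the fitted maximal effect; plate controls were DMSO wells for no effect and full inhibition by NEM control for full effect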
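Deubiquitinase activity read as fluorescence (485/531 nm) after Ub-CHOP2 cleavage activates the enterokinase reporter on its substrate; USP2 core 10nM, Ub-CHOP2 and substrate 25nM each, 30min compound preincubation then 60min RT; data normalized to NEM, curves fitted.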
* = called active by the depositor; ? = inconclusive; · = no result given; & = joins results of further samples. Unless noted, the call rests on the fitted dose curve; in most records, active means well fitted curve in the direction sought with a large enough effect; inconclusive means small, poorly fitted or top-dose-only effect, or another doubt; inactive means no such curve, though single readings can be large; an effect the other way counts as inactive or inconclusive. An excerpt; count on the stated rates, not on these rows.

SMILES	Giardia kill	TRPV1 ag	KCNH2 WT inh	Coupling enz	MLL CXXC-DNA inh	KCNH2 3.1 block	GALK inhibitor	Menin-MLL TR inh	B2AR arrestin	PKM2 activator	USP2a inh
Cc1cc(NS(=O)(=O)c2ccc(NC(=S)NC(=O)c3ccc(F)cc3)cc2)no1	-10	-1	-11	1	13%	1	1%	18%	-0.7%	2%	1%
O=P(O)(O)CCP(=O)(c1ccccc1)c1ccccc1	1	2	3	-2	-14%	4	0%	?	-0.5%	4%	0%
Cc1ccc(C)c(N(C(=O)CS(=O)CC(=O)Nc2ccc3c(c2)OCO3)C(C)C(=O)NC2CCCC2)c1 (stereo unspecified)	1	-2	-12	0	-4%	9	-3%	-6%	-0.8%	2%	8%
COc1ccc(OC)c(-c2cc(C(=O)Nc3c(C)nn(Cc4ccccc4C)c3C)no2)c1	-6	-3	2	1	3%	-3	-1%	0%	-0.4%	0%	-9%
CCC(=O)NCC(c1ccco1)N1CCN(c2ccc(OC)cc2)CC1 (stereo unspecified)	-28	3	1	1	-2%	-38	8%	3%	-0.1%	1%	0%
CS(=O)(=O)N(Cc1ccc(C(=O)NC2CCCC2)cc1)c1ccccc1	4	-1	·	0	-7%	1	0%	?	-0.1%	-1%	-1%
O=C1c2ccccc2C(O)(Cc2ccccc2)N1Cc1ccco1 (stereo unspecified)	-15	14	1	-1	1%	-20	-4%	-19%	0.0%	8%	-1%
CCOC(=O)C(C)Sc1nc(-c2ccccc2)nc2ccccc12 (stereo unspecified)	1	6	-1	-5	-5%	26	9%	13%	-0.1%	-13%	-2%
COc1ccc(C(=O)Nc2cc(=O)[nH]c3ncnn23)cc1	-1	-1	-6	2	5%	-4	-2%	·	-0.4%	-3%	0%
Cc1cccn2c(=O)c3cc(C(=O)N4CC(C)CC(C)C4)sc3nc12 (stereo unspecified)	7	1	1	1	5%	9	2%	?	-0.2%	0%	0%
O=C1CC(c2ccc(Cl)cc2)CC(O)=C1C=NCCO (stereo unspecified)	-19	14	-7	2	-6%	-6	·	1%	0.4%	·	1%
COc1ccc(NC(=O)/C=C/c2c(Cl)nc3ccccn23)cc1	-26	-1	5	-2	3%	25	-1%	9%	0.0%	-4%	2%
COc1cccc(CNC(=O)c2cccnc2Sc2ccc(Cl)cc2)c1	-3	6	-18	·	2%	?	-2%	·	0.5%	-2%	7%
COc1ccc(CNC(=O)c2c(C)oc3c2C(=O)c2ccccc2C3=O)cc1	?	-1	-4	-45*	4%	-20	·	-11%	-0.2%	0%	1%
CC(C)(C)[C@H]1C=C(C(N)=O)O[C@@H](OCCCCO)C1	-26	0	-5	-9	0%	9	-1%	·	-1.5%	0%	3%
Cc1ccc(NC(=O)CN(C)C(=O)c2ccc(Cl)c(S(=O)(=O)NCc3ccco3)c2)cc1	-7	·	3	·	·	21	·	·	3.0%	·	-1%
CCOC(=O)c1c(CN2CCN(CCO)CC2)n(-c2ccccc2)c2cc(Br)c(O)cc12	-12	5	-2	2	1%	-7	4%	·	-0.5%	0%	0%
CN(C(=O)CN(c1ccccc1)S(=O)(=O)c1ccc(F)cc1)C1CCS(=O)(=O)C1 (stereo unspecified)	-9	-1	-1	-1	-4%	-5	0%	·	0.0%	1%	-2%
CN1C(=O)/C(=C/c2cccc(Cl)c2)Sc2ccc(C(=O)N3CCOCC3)cc21	-7	14	-11	-2	13%	-22	-3%	12%	-1.0%	·	2%
CCC1CCCCN1CCCNC(=O)C1CC(=O)N(CCc2ccccc2)C1 (stereo unspecified)	6	0	1	1	-4%	2	-4%	-1%	-0.3%	·	1%
COc1ccc(NS(=O)(=O)c2cc(NC(=O)COc3ccc(OC)cc3)ccc2N2CCOCC2)cc1	3	·	3	·	·	-13	·	·	0.1%	·	1%
O=C(O)COCC(=O)NC1CCN(Cc2ccccc2)CC1	-12	-4	-11	0	5%	-3	3%	·	0.3%	-12%	1%
CCOC(=O)c1ccc2c(c1)nc(SCc1cn3ccsc3n1)n2CC	3	0	-21	1	-14%	-4	4%	-17%	0.7%	5%	-1%
CCCCn1c(N)c(N(CC)C(=O)c2ccccc2C(F)(F)F)c(=O)[nH]c1=O	-3	-2	1	2	0%	24	2%	-5%	-0.1%	-2%	1%
COCCNC(=O)CSCc1nc(-c2ccc(SC)cc2)oc1C	-15	2	-7	6	0%	8	-3%	?	-0.8%	-1%	4%
CCNc1c(C(=O)O)ccc2c1C(=O)c1ccccc1C2=O	-21	-9	-19	-13	3%	6	5%	-1%	-1.0%	-45%	0%
C/C(N)=C(/C#N)C(=O)CSc1cc(Cl)ccc1Cl	8	20	5	6	2%	-18	2%	-3%	0.1%	14%	-2%
O=C(NNS(=O)(=O)c1ccc(F)cc1)c1cnccn1	-5	1	-16	2	-5%	4	3%	-10%	0.1%	7%	2%
COCCN1C(=O)N[C@@H](c2ccccc2)C(C(=O)OC)=C1C	0	3	-6	-1&0	0%	-7	·	14%&-9%	-2.5%	-9%	4%
Cc1cccc(N2C(=O)CC(Sc3nc(C)cc(C)n3)C2=O)c1 (stereo unspecified)	-3	5	-2	5	-11%	5	0%	4%	0.2%	-4%	-1%
O=C(NCCc1ccccc1)C(=O)Nc1ccc([N+](=O)[O-])cc1	9	-1	-6	6	1%	7	0%	?	-1.0%	-2%	0%
CCOC(=O)N1CCC(Nc2c(-c3ccccc3)c(=O)c2=O)CC1	-10	3	-28	2	2%	3	3%	-5%	0.1%	0%	1%
COc1ccc2c(c1)C(=O)C(=O)N2CC1COc2ccccc2O1 (stereo unspecified)	-13	0	6	-13	-27%	-22	3%	-1%	-0.1%	·	-3%
Cc1ccccc1NC(=O)C1CCCN(S(=O)(=O)c2cnc[nH]2)C1 (stereo unspecified)	?	-3	-5	0	1%	1	0%	12%	-0.6%	-5%	7%
C/C(=N\Nc1ccccn1)c1ccc(OC(F)F)cc1	13	?	37	-9	-14%	-40	0%	7%	-0.2%	-8%	3%
O=C(COc1ccccc1)Nc1nnc(-c2ccc3c(c2)CCCC3)o1	-7	-5	1	1	-2%	3	-5%	-5%	-0.1%	2%	-1%
COc1ccc(C(=O)O/N=C(\N)Cc2ccc(Cl)cc2)cc1OC	-1	7	2	2	-10%	-7	0%	26%	0.0%	?	-3%
CCC(C)NC(=O)c1cc2c(=O)n3ccccc3nc2s1 (stereo unspecified)	7	-1	-9	-5	1%	2	2%	-9%	0.3%	·	-1%
COCCCNCCCCOc1cccc(Br)c1	7	2	9	-1	4%	-7	4%	-11%	4.0%	0%	2%
C/C(CC(=O)NCc1ccco1)=N\NC(=O)c1ccc(Cl)cc1Cl	-15	2	-10	2	10%	1	4%	·	-0.4%	·	0%
COc1ccc(NC(=O)CO/N=C/C(=O)Nc2ccccc2C)c([N+](=O)[O-])c1	25	2	2	·	·	-15	·	·	-0.1%	·	3%
Cc1cc(NC(=O)c2ccc3c(c2)C(=O)N(C2CCCCC2)C3=O)no1	12	2	-2	1	22%	-7	0%	-12%	-1.4%	0%	1%
Clc1ccc2[nH]c3c(NCCCN4CCOCC4)ncnc3c2c1	0	2	-8	0	6%	-17	-1%	-16%	0.0%	4%	1%
O=C(O)Cn1c(P(=O)(O)c2ccccc2)nc2ccccc21	-7	0	8	0	7%	0	3%	1%	-0.3%	0%	-1%
CCOC(=O)C1CCN(C(=O)Cn2cnc3sc(C)c(S(=O)(=O)N4CCC(C)CC4)c3c2=O)CC1	2	0	2	2	1%	-13	-2%	-5%	-0.2%	-2%	-12%
CC(=O)c1cccc(NC(=O)CN2CCN(Cc3ccccc3)CC2)c1	-23	3	4	-1	-2%	-1	-6%	5%	0.0%	0%	2%
